T cruzi growth: blocks T. cruzi growth in NIH3T3 culture. 5.9% of 77,000 active. AID 624255. T. cruzi beta-gal in NIH3T3, GalScreen luminescence, 90 h. inhibition, % at 8.34 µM;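 active means mean inhibition above about 93%, with at least 55% of replicates each passing it, limit read from the data, passing the limit was not always enough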
Pf Dd2 inh: P. falciparum Dd2 growth inhibition; activity change, % at 10 µM; 2.3% of 94,000 active; SYBR Green, 72 h; stronger effect = lower value; in the data active means activity change below about -80%
KDM4C inh: inhibitors of human demethylase GASC-1 KDM4C | Q9H3R0 | GST-KDM4C 2-372, H3K9me3 peptide, LANCE TR-FRET | inhibition, % at 12.5 µM | 0.15% of 96,000 active | AID 720574;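 active means mean replicate inhibition above about 25%, with at least 55% of replicates also reaching it, limit read from the data, passing the limit was not always enough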
Target sequence (Q9H3R0 2-372 limits assumed): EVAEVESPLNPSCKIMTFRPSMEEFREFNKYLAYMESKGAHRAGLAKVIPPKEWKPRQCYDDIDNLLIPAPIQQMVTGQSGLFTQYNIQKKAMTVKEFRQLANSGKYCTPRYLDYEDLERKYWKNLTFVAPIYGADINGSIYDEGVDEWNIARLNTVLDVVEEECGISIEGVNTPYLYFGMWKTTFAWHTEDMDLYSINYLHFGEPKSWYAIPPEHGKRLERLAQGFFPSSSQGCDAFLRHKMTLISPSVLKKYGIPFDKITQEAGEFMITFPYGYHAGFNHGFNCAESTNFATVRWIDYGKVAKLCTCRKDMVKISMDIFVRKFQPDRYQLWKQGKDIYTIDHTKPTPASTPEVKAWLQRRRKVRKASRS
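material = GST-tagged GASC-1 (JMJD2C) catalytic fragment, aa 2-372 | amount = enzyme final amount 10 nM | medium = HEPES buffer, pH 7.5, plus ascorbate | also added = H3K9me3 peptide substrate, Fe(II), 2-oxoglutarate | dosing = single dose | times = 30 min demethylation and 1 h detection at room temperature | detection = LANCE TR-FRET | read-out basis = Fall in 671/618 emission ratio as inhibition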
C diff growth: inhibitors of Clostridium difficile growth; Clostridium difficile clinical isolate growth, OD600, 24 h; stronger effect = lower value; growth activity, negative = inhibition, % at 16 µg/mL (by protocol); 0.25% of 86,000 active;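 active means mean growth activity at or below -80% and every replicate also at or below -80%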;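 further: 0% = DMSO wells and -100% = levofloxacin 16 µg/mL wells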
The depositor's hits bear a star; · = no result given; & = joins results of further samples. Not a hit list (roughly 6.8% active in at least one column).

SMILES	T cruzi growth	Pf Dd2 inh	KDM4C inh	C diff growth
N#C[C@H]1[C@@H](c2ccc(-c3ccccc3F)cc2)[C@@H](CO)N1C(=O)C1CC1	104*	27	-2.6	15
O=C(C[C@H]1CC[C@@H]2[C@H](COC[C@@H](O)CN2Cc2nccs2)O1)NCc1ccccc1F	-7	13	0.3	1
C[C@H]1CN([C@@H](C)CO)C(=O)c2cc(NC(=O)Nc3ccccc3)ccc2O[C@H]1CN(C)C(=O)NC1CCCCC1	·	11	0.0	-2
COCC(=O)Nc1ccc2c(c1)C(=O)N(C)C[C@H](OC)[C@H](C)CN(C(=O)Cc1cccnc1)[C@@H](C)CO2	6	25	0.1	·
C[C@H]1CN([C@@H](C)CO)S(=O)(=O)c2ccc(C3=CCCCC3)cc2O[C@H]1CN(C)C(=O)Cc1cccnc1	78	-56	-0.3	13
COc1ccc(S(=O)(=O)N(C)C[C@H]2Oc3cc(C#CC4CCCC4)ccc3S(=O)(=O)N([C@H](C)CO)C[C@@H]2C)cc1	68	-56	1.9	6
O=C(Nc1ccc(F)cc1)N[C@@H]1C[C@@H]2O[C@@H](CO)CC[C@@H]2O[C@@H]1CCc1ccc(C2=CCCC2)cc1	·	16	·	-5
COc1ccc(CN(C)C[C@H]2Oc3c(NS(=O)(=O)c4cccs4)cccc3C(=O)N([C@H](C)CO)C[C@H]2C)cc1	-6	39	0.2	-5
C[C@H](CO)N1C[C@H](C)[C@@H](CN(C)C(=O)NC2CCCCC2)Oc2c(NS(=O)(=O)c3cn(C)cn3)cccc2C1=O	-48	3	-1.4	2
CCN1[C@@H]2c3ccc(-c4cccnc4)c(=O)n3C[C@@H]2[C@@H](CO)[C@@H]1C(=O)NCCc1cn(C)cn1	5	0	0.8	-4
C[C@H](CO)N1C[C@H](C)[C@H](CN(C)C(=O)c2ccccc2)Oc2cc(-c3cccc(C#N)c3)ccc2S1(=O)=O	44	-62	-0.4	3
C[C@@H]1CN([C@H](C)CO)C(=O)c2cc(NS(=O)(=O)c3ccc(Cl)cc3)ccc2O[C@@H]1CN(C)S(=O)(=O)c1ccc(F)cc1	33	23	1.1	3
CCCN1[C@@H]2c3ccc(-c4cccnc4)c(=O)n3C[C@@H]2[C@@H](CO)[C@@H]1C(=O)NC1CCC1	-9	·	6.0	-3
C[C@H](CO)N1C[C@H](C)[C@@H](CN(C)C(=O)Nc2ccc3c(c2)OCO3)Oc2c(NS(=O)(=O)c3cccs3)cccc2C1=O	-96	11	·	·
C[C@@H]1CCCCO[C@@H](CN(C)Cc2ccc(C(F)(F)F)cc2)[C@@H](C)CN([C@H](C)CO)C(=O)c2cc(NC(=O)c3ccccc3)ccc2O1	92	5	-2.9	4
C[C@H]1CN([C@@H](C)CO)C(=O)c2cc(NS(=O)(=O)c3ccc(F)cc3)ccc2O[C@@H]1CN(C)Cc1ccc(C(=O)Nc2ccccc2N)cc1	51	-6	-0.5	7
COc1ccc(CN(C)C[C@@H]2Oc3ccc(NS(=O)(=O)c4cn(C)cn4)cc3C(=O)N([C@H](C)CO)C[C@@H]2C)cc1	13	8	0.3	0
O=C(NCC[C@H]1CC[C@H](NS(=O)(=O)c2cccc(F)c2)[C@H](CO)O1)C1CCCCC1	·	14	-0.6	-5
CC(=O)N(C)C[C@H]1Oc2cc(Br)ccc2S(=O)(=O)N([C@H](C)CO)C[C@@H]1C	-14&-25	36&38	-1.0	1&1
Cc1cccc(-c2ccc([C@@H]3[C@@H](CO)N4C(=O)CN(C(=O)c5cccnc5)C[C@H]34)cc2)c1	·	-28	-1.5	-12

7 structures from above, ordered by length of the SMILES, highest first.
SMILES	T cruzi growth	Pf Dd2 inh	KDM4C inh	C diff growth
C[C@@H]1CN([C@H](C)CO)C(=O)c2cc(NS(=O)(=O)c3ccc(Cl)cc3)ccc2O[C@@H]1CN(C)S(=O)(=O)c1ccc(F)cc1	33	23	1.1	3
COc1ccc(S(=O)(=O)N(C)C[C@H]2Oc3cc(C#CC4CCCC4)ccc3S(=O)(=O)N([C@H](C)CO)C[C@@H]2C)cc1	68	-56	1.9	6
COc1ccc(CN(C)C[C@H]2Oc3c(NS(=O)(=O)c4cccs4)cccc3C(=O)N([C@H](C)CO)C[C@H]2C)cc1	-6	39	0.2	-5
CCN1[C@@H]2c3ccc(-c4cccnc4)c(=O)n3C[C@@H]2[C@@H](CO)[C@@H]1C(=O)NCCc1cn(C)cn1	5	0	0.8	-4
Cc1cccc(-c2ccc([C@@H]3[C@@H](CO)N4C(=O)CN(C(=O)c5cccnc5)C[C@H]34)cc2)c1	·	-28	-1.5	-12
O=C(NCC[C@H]1CC[C@H](NS(=O)(=O)c2cccc(F)c2)[C@H](CO)O1)C1CCCCC1	·	14	-0.6	-5
N#C[C@H]1[C@@H](c2ccc(-c3ccccc3F)cc2)[C@@H](CO)N1C(=O)C1CC1	104*	27	-2.6	15

The list goes on.
SMILES	T cruzi growth	Pf Dd2 inh	KDM4C inh	C diff growth
O=C(C[C@@H]1C[C@@H]2c3cc(NS(=O)(=O)c4ccccc4)ccc3O[C@@H]2[C@@H](CO)O1)NCC1CC1	-59	9	-0.7	-3
C[C@H]1CN([C@@H](C)CO)C(=O)c2ccccc2-c2ccccc2CO[C@H]1CN(C)S(=O)(=O)c1cn(C)cn1	-9	-11	0.5	2
CCC(=O)N1[C@@H]2Cn3c(ccc(-c4ccncc4)c3=O)[C@H]1[C@@H](C(=O)NC1Cc3ccccc3C1)[C@@H]2CO	-78	·	-1.4	-1
CN(C)CC(=O)N[C@H]1CC[C@H](CCNC(=O)C2CCCC2)O[C@@H]1CO	·	14	6.2	-2
Cc1ccc(S(=O)(=O)N(C)C[C@H]2Oc3ccc(NC(=O)CCN4CCOCC4)cc3C(=O)N([C@H](C)CO)C[C@H]2C)cc1	6	25	0.6	-7
C[C@@H]1CN([C@@H](C)CO)C(=O)c2cc(NS(=O)(=O)c3ccccc3)ccc2O[C@@H](C)CCCCO[C@@H]1CN(C)Cc1ccc2c(c1)OCO2	·	-74	0.0	·
O=C(NCc1ccc(F)cc1)[C@H]1[C@H](CO)[C@H]2Cn3c(cccc3=O)[C@@H]1N2CC1CCCC1	25	·	-1.5	-5
CCCNC(=O)N1C[C@H](O)COC[C@@H]2O[C@@H](CC(=O)N[C@@H]3CCN(Cc4ccccc4)C3)CC[C@H]21	-56	·	0.0	8&-5
COc1ccc(S(=O)(=O)Nc2ccc3c(c2)CC(=O)N([C@H](C)CO)C[C@@H](C)[C@H](CN(C)S(=O)(=O)c2c(C)noc2C)O3)cc1	-6	-20	0.0	-1
C[C@H](CO)N1C[C@H](C)[C@@H](CN(C)C(=O)Cc2ccccc2)OCCCC[C@H](C)Oc2ccc(NC(=O)Nc3cccc4ccccc34)cc2C1=O	76	-2	-1.7	5
C[C@H](CO)N1C[C@H](C)[C@@H](CN(C)C(=O)Nc2ccccc2)Oc2ccc(NC(=O)Nc3ccc4c(c3)OCO4)cc2C1=O	8	-6	-0.2	-8
CNC[C@H]1Oc2ccc(NC(=O)Nc3ccc(F)cc3)cc2C(=O)N([C@@H](C)CO)C[C@H]1C	·	16	-1.8	5&3
C[C@@H]1CCCCO[C@@H](CN(C)C(=O)c2ccncc2)[C@H](C)CN([C@@H](C)CO)C(=O)c2cc(NS(=O)(=O)c3cn(C)cn3)ccc2O1	-35	29	-1.1	3
CN(C)CC#Cc1ccc([C@@H]2[C@@H](CO)N3C(=O)CN(C(=O)c4cccc(F)c4)C[C@@H]23)cc1	·	-47	3.3	-1
C[C@H](CO)N1C[C@H](C)[C@H](CN(C)C(=O)NC2CCCC2)Oc2ncc(Br)cc2C1=O	14&-46	28&29	4.4	6&5
C[C@@H]1CCCCO[C@@H](CN(C)Cc2ccncc2)[C@@H](C)CN([C@@H](C)CO)C(=O)c2cc(NC(=O)CCC(F)(F)F)ccc2O1	42	-54	0.4	12
O=C(NC1CCCC1)N1CC(=O)N2[C@H](C1)[C@H](c1ccc(-c3ccc(F)cc3)cc1)[C@@H]2CO	·	17	0.2	-14
O=C(Nc1ccc2c(c1)[C@@H]1C[C@@H](CC(=O)N3CCOCC3)O[C@H](CO)[C@@H]1O2)C1CCC1	8	9	2.0	0
COc1ccc(NC(=O)N2[C@@H]3CNC[C@H]2C3c2ccc(-c3ccccc3)cc2)cc1 (stereo partly drawn)	·	12&-11	-2.6	31&-7
COc1ccc(S(=O)(=O)N[C@H]2C=C[C@@H](CC(=O)N3CCC(Cc4ccccc4)CC3)O[C@@H]2CO)cc1	-8	-7	1.0	-18

The last 3 compounds of the part before open the next one:
SMILES	T cruzi growth	Pf Dd2 inh	KDM4C inh	C diff growth
O=C(Nc1ccc2c(c1)[C@@H]1C[C@@H](CC(=O)N3CCOCC3)O[C@H](CO)[C@@H]1O2)C1CCC1	8	9	2.0	0
COc1ccc(NC(=O)N2[C@@H]3CNC[C@H]2C3c2ccc(-c3ccccc3)cc2)cc1 (stereo partly drawn)	·	12&-11	-2.6	31&-7
COc1ccc(S(=O)(=O)N[C@H]2C=C[C@@H](CC(=O)N3CCC(Cc4ccccc4)CC3)O[C@@H]2CO)cc1	-8	-7	1.0	-18
Cc1ccccc1-c1ccc2c(c1)O[C@@H](CN(C)C(=O)Nc1ccc(F)cc1)[C@@H](C)CN([C@H](C)CO)S2(=O)=O	·	-8	-0.2	13
O=C(C1CCCC1)N1CC2(C1)[C@H](c1ccccc1)[C@@H](CO)N2Cc1nccs1	·	4	0.4	0
O=C(C[C@@H]1CC[C@@H]2[C@H](COC[C@@H](O)CN2C(=O)C2CC2)O1)NCc1ccccc1Cl	0	-27	2.0	3&-4
Cc1noc(C)c1NC(=O)N(C)C[C@@H]1Oc2ccc(NS(=O)(=O)c3c(C)noc3C)cc2CC(=O)N([C@@H](C)CO)C[C@H]1C	-15	14	-0.8	-3
O=C(C[C@@H]1CC[C@H]2[C@@H](COC[C@@H](O)CN2C(=O)c2cccnc2)O1)Nc1ccc(-c2ccccc2)cc1	-85	-50	-0.8	13&1
CN1C(=O)c2cc(NC(=O)NCc3ccccc3)ccc2OC[C@H]2O[C@@H](CC(=O)NCC3CCCCC3)CC[C@@H]21	87	-4	-2.0	0
O=C(NCC[C@H]1CC[C@H](NC(=O)c2ccc3c(c2)OCO3)[C@@H](CO)O1)Nc1ccc(Cl)cc1	·	-6	2.5	0
COc1ccc(S(=O)(=O)N(C)C[C@H]2Oc3ccc(NC(=O)Cc4cn(C)c5ccccc45)cc3CC(=O)N([C@@H](C)CO)C[C@H]2C)cc1	24	-7	-3.4	3
COCC(=O)N1CC2(C1)CN(C(=O)COC)[C@@H](CO)c1c2c2ccc(OC)cc2n1C	·	39	2.8	-2
O=C(C[C@@H]1CC[C@H](NC(=O)C2CCOCC2)[C@H](CO)O1)Nc1ccccc1	·	16	-2.4	2
Cc1ccc(S(=O)(=O)N[C@@H]2CC[C@@H](CCNC(=O)C3CCC3)O[C@@H]2CO)cc1	·	-27	-4.8	-2
CC(C)C#Cc1ccc([C@H]2[C@@H](C#N)N(C(=O)CN(C)C)[C@@H]2CO)cc1	61	2	1.2	-2
COc1ccccc1-c1ccc([C@H]2[C@@H](CO)N3CCCCN(C(=O)c4cccnc4)C[C@H]23)cc1	40	42	-0.5	-8

Screening results deposited in PubChem by Broad Institute.
